# From PubChem
# PLC-beta3 inh = human PLC-beta3 inhibitors, primary screen, biochemical, fluorescence. 1-phosphatidylinositol 4,5-bisphosphate phosphodiesterase beta-3 (Homo sapiens), Q01970. Purified PLC-beta3, fluorogenic substrate. inhibition, % at 12.2 µM. 370,000 compounds, 0.18% hits. AID 720704, 2013; in the data active means inhibition above about 11%;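 further: 0% = median of compound wells on plate and 100% = full blocker control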
# SIAE primary = human SIAE inhibitors, primary screen, biochemical, fluorescence polarization, FP-Rh probe, 1536-well HTS; SIAE FP-Rh probe binding; inhibition, % at 9.66 µM; AID 1053197, 2014; 370,000 compounds, 0.69% hits; Sialate O-acetylesterase (Homo sapiens), Q9HAT2;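 active means inhibition above a cutoff: mean of compounds within the control limits plus 3 SD of those, cut at about 17% in these data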;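 further: 0% = plate median of compound wells and 100% = probe without SIAE protein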
# DDE Tn6 FP inh = inhibitors of Tn6 peptide binding to fibrin DD(E), primary screen, biochemical, fluorescence polarization, human fibrin, Tn6 probe | Fibrinogen beta chain (Homo sapiens), P02675 | Fibrin DD(E) TRITC-Tn6 fluorescence polarization displacement | inhibition, % at 8.3 µM | 370,000 compounds, 0.21% hits | AID 720509, 2013;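 active means inhibition above a per-campaign cutoff: mean of compounds within control limits plus 3 SD, cut at about 15% in these data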;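 further: 0% = median of all compound wells on the plate and 100% = blocking peptide control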
# Target sequence (P02675 whole entry, looked up): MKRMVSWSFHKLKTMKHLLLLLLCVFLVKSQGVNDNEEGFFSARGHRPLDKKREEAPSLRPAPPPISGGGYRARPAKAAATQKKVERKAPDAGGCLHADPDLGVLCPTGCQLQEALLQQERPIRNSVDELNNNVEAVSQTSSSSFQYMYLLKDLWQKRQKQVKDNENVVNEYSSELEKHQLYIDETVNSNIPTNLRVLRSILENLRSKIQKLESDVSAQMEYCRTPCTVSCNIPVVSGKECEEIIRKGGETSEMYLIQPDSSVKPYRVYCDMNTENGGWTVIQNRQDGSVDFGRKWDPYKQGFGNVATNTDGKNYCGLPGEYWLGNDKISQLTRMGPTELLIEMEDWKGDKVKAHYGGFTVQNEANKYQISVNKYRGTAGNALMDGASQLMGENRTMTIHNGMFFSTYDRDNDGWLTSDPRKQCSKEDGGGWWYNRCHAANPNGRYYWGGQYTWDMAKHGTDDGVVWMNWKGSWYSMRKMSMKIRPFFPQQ
# PLC-gamma1 inh = PLC-gamma1 enzyme inhibitors, primary screen, biochemical, fluorescence, purified enzyme. 1-phosphatidylinositol 4,5-bisphosphate phosphodiesterase gamma-1 (Homo sapiens), P19174. fluorogenic substrate. inhibition, % at 12.2 µM. 370,000 compounds, 0.84% hits; in the data active means inhibition above about 9.5%
# ARFGAP1 inh = inhibitors of rat ARFGAP1 GAP activity, primary screen, biochemical, fluorescence polarization, GDP tracer | ADP-ribosylation factor GTPase-activating protein 1 (Rattus norvegicus), Q62848 | Arfgap1-stimulated ARF1 GTP hydrolysis, GDP FP detection | inhibition, % at 16.5 µM | 360,000 compounds, 0.26% hits | AID 651572, 2012;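 active means inhibition above a per-plate limit, mean inhibition of low control wells plus 3 SD, cut at about 25% in these data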;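 further: 0% = DMSO wells with enzyme and 100% = wells lacking Arfgap1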
# Target sequence (Q62848 1-136 limits assumed): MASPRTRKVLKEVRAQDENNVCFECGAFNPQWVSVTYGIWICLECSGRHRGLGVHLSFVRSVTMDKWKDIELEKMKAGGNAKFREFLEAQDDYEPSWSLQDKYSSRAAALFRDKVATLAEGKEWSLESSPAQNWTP
#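 Replicates: Single well per compound | Assay system: Truncated rat Arfgap1 GAP domain | Control set: No-Arfgap1 wells (100%) versus DMSO full-reaction wells (0%) | Times: Enzyme reaction 120 min at 25 °C after 20 min preincubation | Reagent: Human ARF1(Δ1-17)-GTP substrate | Measured by: Tracer-displacement fluorescence polarization with EDTA stop, 620/688 nm | Measure: Percent inhibition of Arfgap1-stimulated GTP hydrolysis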
# TDP2 inh = human TDP2 enzyme inhibitors, primary screen, biochemical, epi absorbance, recombinant enzyme; Tyrosyl-DNA phosphodiesterase 2 (Homo sapiens), O95551; 370,000 compounds, 0.34% hits; inhibition, % at 12.8 µM; T5PNP hydrolysis, p-nitrophenol absorbance 415 nm;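 active means inhibition above the mean of all tested compounds plus 3 SD, set per campaign, cut at about 25% in these data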;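 further: 0% = DMSO with enzyme and 100% = buffer with substrate but no TDP2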
# Target sequence (O95551 whole entry, looked up): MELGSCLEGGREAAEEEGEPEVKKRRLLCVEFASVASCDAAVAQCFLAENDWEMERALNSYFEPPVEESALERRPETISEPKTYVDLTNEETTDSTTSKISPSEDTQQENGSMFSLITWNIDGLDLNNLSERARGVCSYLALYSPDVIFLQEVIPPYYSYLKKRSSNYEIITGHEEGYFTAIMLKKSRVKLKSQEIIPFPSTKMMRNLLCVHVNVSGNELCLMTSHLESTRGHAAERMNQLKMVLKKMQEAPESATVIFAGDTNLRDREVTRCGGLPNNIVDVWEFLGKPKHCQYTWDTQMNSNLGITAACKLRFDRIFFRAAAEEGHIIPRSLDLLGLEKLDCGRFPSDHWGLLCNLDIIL
#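 Assay system: Recombinant human TDP2 | Quantity: 120 nM TDP2 per well | Incubation: 2 h at 37 °C | Signal: Epi absorbance | Evaluation: Percent inhibition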
# ADAM17 inh = ADAM17 inhibitors, primary screen, biochemical, QFRET. Disintegrin and metalloproteinase domain-containing protein 17 (Homo sapiens), P78536. recombinant ADAM17, EDANS/DABCYL FRET peptide cleavage. inhibition, % at 6.95 µM. 370,000 compounds, 0.83% hits;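 active means inhibition above the mean of compounds lying between control limits plus 3 SD, set per campaign, cut at about 8.5% in these data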;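 further: 0% = DMSO-only wells as the low control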
# DDE Tn7 FP inh = inhibitors of Tn7 peptide binding to fibrin DD(E), primary screen, biochemical, fluorescence polarization, human fibrin, Tn7 probe | Fibrinogen beta chain (Homo sapiens), P02675 | FP displacement of FITC-Tn7 peptide from fibrin DD(E); 0% = median of compound wells per plate | inhibition, % at 8.3 µM | 370,000 compounds, 0.13% hits;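 active means inhibition above the mean of compounds falling within the control limits plus 3 SD of them, cut at about 14% in these data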;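 further: 0% = plate median of compound wells and 100% = 10 µM Aha-Tn7 peptide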
#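 System: human fibrin DD(E); quantity: Fibrin-DD(E) at 2 µM final; also added: fluorescent Tn7 probe at 0.1 µM; compound dosing: single nominal test concentration of 8.3 µM per compound; schedule: 10 min preincubation, 3 h with tracer, room temperature; detection: fluorescence polarization of the labelled Tn7 tracer; repeats: one replicate per compound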
# ADAM10 inh = human ADAM10 inhibitors, primary screen, biochemical, QFRET, HTS; Disintegrin and metalloproteinase domain-containing protein 10 (Homo sapiens), O14672; recombinant ADAM10, EDANS/DABCYL FRET peptide cleavage, 3 h; inhibition, % at 7 µM; 370,000 compounds, 0.62% hits;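 active means inhibition above a per-campaign cutoff equal to the mean of compounds falling between control-based bounds plus 3 SD, cut at about 20% in these data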;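 further: 0% = DMSO wells while the 100% control is not disclosed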
# ASAP1 inh = inhibitors of human ASAP1 ArfGAP activity, primary screen, biochemical, fluorescence polarization; ASAP1-stimulated ARF1 GTP hydrolysis, GDP FP detection; Arf-GAP with SH3 domain, ANK repeat and PH domain-containing protein 1 (Homo sapiens), …; inhibition, % at 16.5 µM; 360,000 compounds, 0.19% hits; in the data active means inhibition above about 25%;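 further: 0% = vehicle with enzyme and substrate and 100% = no enzyme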
# * hit, by the source's call; nt = not tested or not shown.
# The opening 2 entries (preview)
PLC-beta3 inh,SIAE primary,DDE Tn6 FP inh,PLC-gamma1 inh,ARFGAP1 inh,TDP2 inh,ADAM17 inh,DDE Tn7 FP inh,ADAM10 inh,ASAP1 inh,Molecule
5,-3,2,8,2,-12,1,-5,3,-21,Cc1ccsc1/C=N/n1c(-c2ccccn2)n[nH]c1=S
0,-2,3,-2,7,3,-2,-2,-1,7,Cc1cc(OC(=O)c2ccccc2Cl)ccc1N1C(=O)CCC1=O

# The whole of this part, previewed entries included:
PLC-beta3 inh,SIAE primary,DDE Tn6 FP inh,PLC-gamma1 inh,ARFGAP1 inh,TDP2 inh,ADAM17 inh,DDE Tn7 FP inh,ADAM10 inh,ASAP1 inh,Molecule
5,-3,2,8,2,-12,1,-5,3,-21,Cc1ccsc1/C=N/n1c(-c2ccccn2)n[nH]c1=S
0,-2,3,-2,7,3,-2,-2,-1,7,Cc1cc(OC(=O)c2ccccc2Cl)ccc1N1C(=O)CCC1=O
-6,1,-12,5,9,10,-2,-4,-13,-5,CCN1CCN(c2ccc(S(=O)(=O)N3CCOCC3)cc2NC(=O)CCOc2ccccc2)CC1
-21,-10,-13,2,-5,-6,5,-10,6,-2,O=C(O)CCN1C(=O)/C(=C/c2ccc(-c3nc4ccccc4s3)o2)SC1=S
-3,-6,5,-3,0,-2,-2,3,-15,-3,Cc1nnc(SCC(=O)N(CCC#N)c2ccc3c(c2)OCCO3)s1
-38,6,8,-26,7,-11,-8,-4,-26,-5,COCC1CCN(Cc2c(C(=O)N3CCc4ccccc4C3)nc3ccc(Cl)cn23)C1 (stereo not given)
2,-3,-5,1,1,0,-7,-5,-4,-12,O=C(COC(=O)c1cccnc1)c1ccc(Cl)c(Cl)c1
-4,-8,-4,0,-4,2,2,9,1,-1,Cc1onc(-c2ccccc2Cl)c1C(=O)Nc1ccc(Br)cc1
-11,-2,1,3,7,-10,-2,-2,9,-12,O=C(CCNS(=O)(=O)c1ccc(Cl)cc1)OCC(=O)c1ccc[nH]1
-6,-2,-6,0,-10,11,-3,5,-2,4,Nc1ccc(C(=O)Nc2cccc(NC(=O)c3ccc(N)cc3)c2)cc1
1,1,-1,1,-6,8,-5,2,-10,-3,Cc1c(C(=O)N2CCC2)oc2c(F)cccc12
-4,1,2,1,2,-1,3,-10,7,-3,CCN(CC)CCN(C(=O)C1CCCCC1)c1nc2cc3c(cc2s1)OCO3
-36,2,0,-26,-1,-4,-9,6,-9,3,Cc1c(C(=O)N2CCOCC2)[nH]c2ccc(OCc3ccccc3)cc12
-12,-5,-4,-11,2,-13,-2,-7,-13,-8,COc1ccccc1/C=C/C(=O)NCC(=O)N/N=C/c1cc(Br)ccc1OC
-1,-6,-3,3,-1,-14,2,-1,-10,-9,CCOc1ccc(S(=O)(=O)N2CCCC2)c2ccccc12
-6,-2,-5,1,-7,-3,-6,-1,-8,5,N#CC1(NC(=O)COC(=O)c2ccc(Cl)nc2)CCCCC1
0,10,1,1,17,6,-2,5,-6,-15,CC(C)n1nc(C(=O)OCn2nnc3ccccc3c2=O)c2ccccc2c1=O
-6,0,7,0,2,-1,-3,4,-2,-6,C/C(=N\NC(=O)c1cnccn1)c1ccc([N+](=O)[O-])cc1
-1,0,-3,-3,nt,9,-2,-4,-4,nt,O=C(CN1CCc2onc(-c3ccc(-n4cc(COc5ccc([N+](=O)[O-])cc5)nn4)cc3)c2C1=O)N1CCOCC1
1,-6,9,-3,5,13,-9,2,-18,1,O=C(CCN1C(=O)c2cccc3cccc(c23)C1=O)N1CCN(Cc2ccc3c(c2)OCO3)CC1
-4,-9,-7,1,2,7,-4,6,-8,8,CCOC(=O)c1c(NC(=O)COC(=O)CCS(=O)(=O)c2ccc(C)cc2)sc(C)c1C
-113,2,1,-70,9,6,-44,-4,-176,1,CN(C)CCCNC(=O)C[C@H]1C[C@H](C(=O)N2CCOCC2)[C@@]2(CCC3CCCC3)c3[nH]c4cc(-c5ccco5)ccc4c3CCN2C1=O
0,10,-2,4,14,-6,1,-7,4,2,COc1ccccc1Nc1ccc(C(=O)O)cc1[N+](=O)[O-]
0,-2,4,8,15,-8,-1,6,13,3,C=CCNC(=S)NNC(=O)c1csc(C)c1C
-9,-2,-1,0,1,3,-4,1,-1,7,Nc1nnc(-c2ccc(Cl)cc2)o1
1,7,-5,1,-2,5,-5,4,0,5,C[C@@H]1CN([C@H](C)CO)C(=O)CCCn2cc(nn2)CO[C@H]1CN(C)C(=O)OCc1ccccc1
-5,-2,-2,3,5,-15,-4,8,4,-4,CC(C)C(=O)n1nc(-c2cccnc2)nc1NCc1cccs1
2,-7,7,-1,-26,0,3,7,-2,-4,Cc1cccc(OCCNc2ncccc2[N+](=O)[O-])c1
-6,-4,2,-3,5,3,-6,4,-4,11,O=C(Cn1cncn1)NCCCc1ccccc1
-3,3,-1,5,-3,10,-2,4,0,5,O=C(c1ccc([N+](=O)[O-])s1)N1CCN(c2ncccn2)CC1
-230,-4,-2,-165,-7,7,-30,0,-89,-7,Cc1cc(O)c2c(C)c(CC(=O)N3CCN(C(=O)C4COc5ccccc5O4)CC3)c(=O)oc2c1 (stereo not given)
-19,2,-5,-15,7,5,-11,-3,-23,6,O=c1oc(Nc2cccc(F)c2)nc2ccccc12
0,0,-4,-2,7,-5,2,0,1,0,COc1ccc(OCCNC(=O)c2ccc3nc(C)c(N(C)Cc4ccc(NC(C)=O)cc4)n3c2)cc1
-2,6,1,-1,21,7,-4,4,6,3,Cc1cc(C)c(NC(=O)OCCN2CCOCC2)c(C)c1
-2,-3,-8,10.0*,-1,-8,3,-4,8,-9,CCc1ccc(C(=O)NNc2cc(Cl)ccc2Cl)cc1
-3,-4,-5,0,-15,2,-2,-3,2,5,O=C(c1cc2c(s1)CCC2)N1C(=O)c2ccccc2S1(=O)=O
3,-6,-6,1,nt,12,-1,3,2,nt,Cc1cccc(NC(=O)C2CCCN2S(=O)(=O)c2cccnc2)c1C (stereo not given)
4,-4,6,2,-5,1,-2,-7,0,7,CCn1c(=O)c(C(=O)Nc2ccccn2)c(O)c2ccccc21
1,-5,2,1,8,-3,1,6,3,4,CC1(C)Cc2c(sc3c2c(=N)n(Cc2ccco2)c(=O)n3CC(=O)Nc2ccccc2)CO1
-113,1,-1,-78,-7,5,-11,4,-16,0,CCn1c2ccccc2c2cc(C3C(C#N)=C(C)NC(C)=C3C#N)ccc21
-12,-5,-3,-4,7,-1,2,-4,-5,4,O=C(Nc1ccc(Br)cc1C(=O)O)c1ccc2c(c1)C(=O)N(Cc1ccccc1)C2=O
0,0,-2,1,0,4,-6,2,-11,22,C[C@@H]1CN(S(=O)C(C)(C)C)[C@H](CCO)/C1=C\c1ccccc1 (stereo not given in full)
-5,7,-2,-3,-5,-13,-1,6,4,10,C=CCNS(=O)(=O)c1cc2c3c(c1)CCN3C(=O)CC2
-50,0,1,-24,-8,2,-1,-8,-8,-8,CN1C(=O)/C(=C/c2ccccc2F)Sc2ccc(C(=O)N3CCCC3)cc21
-7,4,2,-2,-1,-7,1,-4,2,-2,COc1ccc(NC(=O)Nc2ccc3c(c2)C(=O)N([C@H](C)CO)C[C@@H](C)[C@@H](CN(C)Cc2ccc4c(c2)OCO4)OCCCC[C@H](C)O3)cc1
-2,2,-5,-3,-9,-3,2,-4,-2,-12,Cc1ccc2c(c1)c1c(n2CC(O)Cn2c(C)nc3ccccc32)CCCC1 (stereo not given)
-8,-3,2,-1,-6,5,-5,0,-2,8,Cc1ccc(S(=O)(=O)Nc2cccc(C(=O)NCc3ccc(S(N)(=O)=O)cc3)c2)cc1
-67,-8,-1,-78,-1,16,-20,-2,-59,-12,CCOc1cc(/C=C/c2cc(C(F)(F)F)[nH]c(=O)n2)ccc1O
-7,0,5,0,-8,6,-7,4,3,0,COc1ccc(/C=N/OCC(=O)NCC(C)C)c(OC)c1
3,2,-7,4,7,4,0,-1,5,-5,O=C(NCc1cccs1)C1CCCN1C(=O)Nc1cccc(Cl)c1 (stereo not given)
-109,-6,3,-86,11,6,-9,-2,-29,12,Cc1cc(-c2nnc(-c3cc4ccccc4oc3=O)o2)c(C)n1-c1ccccc1
-2,7,2,3,2,7,-7,11,2,0,COc1ccc(N2CCN(S(=O)(=O)c3cccs3)CC2)cc1
-2,-2,6,2,-1,-14,3,-6,7,10,CC(=O)c1ccc2c(c1)CC1(C2)Cc2cc3c(cc2C1)C(=O)CC3 (stereo not given)
-3,1,-6,1,8,7,2,11,1,6,CN1CCN(S(=O)(=O)c2cnccc2N2CCN(c3cccc(Cl)c3)CC2)CC1
-2,4,-7,2,8,1,2,0,3,10,O=C(CNC(=O)Cc1ccccc1)NCC(=O)N1CCCCC1
3,-5,11,4,10,1,1,-3,-1,3,COc1ccccc1CN1C(=O)CN(C2CCCC2)C(=O)C1c1ccc(F)cc1 (stereo not given)
0,14,8,2,7,0,0,5,2,7,COc1ccc(-c2cn(CCC(=O)NCc3ccc(C)cc3)c(CCN)n2)cc1
-17,5,5,-14,-1,10,-3,4,1,-10,COc1ccc(OC)c(-n2cc3c(=O)n(C)c(=O)n(C)c3c2)c1
0,-7,3,1,-4,9,-1,-4,0,-6,Cn1nccc1-c1coc2c(C(=O)N3CCOCC3)cccc12
-9,-7,-5,-1,-3,9,-2,-4,-6,-12,COc1ccc(NC(=O)NCc2cccnc2)cc1
1,2,4,0,5,10,-3,-2,-2,-9,O=C(NCCc1cccs1)C1CC(c2ccccc2F)=NO1 (stereo not given)
-7,6,-2,-2,2,7,-1,-3,1,3,CC(=O)Nc1ccc(SCC(=O)Nc2sccc2C#N)cc1

# Not a hit list. About 3.6% of those tested had a hit in this group.
